LGR2 inh = blocks bursicon-induced cAMP signaling via Drosophila LGR2; HEK293 LGR2, CRE-luciferase, bursicon-stimulated, 4 h; inhibition, % at 9.99 µM; 380,000 compounds, 0.35% hits;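 active = drop in luminescence signal, shown as inhibition above about 50% in the replicate tests, limit read from the data, passing the limit was not always enough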;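 also: agonist challenge used bursicon conditioned medium at about half maximal strength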
ARNT-TACC3 inh = ARNT/TACC3 interaction disruption | inhibition, % at 9.99 µM | 390,000 compounds, 0.66% hits | Q9Y6A5 | AlphaScreen His-ARNT PAS-B/GST-TACC3 binding, luminescence; TACC3 fragment carries E629A point mutation;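 active = mean inhibition of replicates at least 50% and at least half of replicates each reaching 50%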;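 also: 0% = complete ARNT plus TACC3 wells and 100% = ARNT alone without TACC3; many hits fall short of the cut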
Starred values were filed as active, the others as inactive. Not all compounds are listed (hit frequency here may not be typical).

canonical_smiles	LGR2 inh	ARNT-TACC3 inh
COc1ccccc1NC1=NC2(CCCC2)N=C(N)N1	-13.1	-11.3
O=C(Nc1cnn(Cc2ccc(Cl)cc2)c1)c1cnccn1	-12.3	-6.6
Cc1cc(C)nc(NC2=NCCN2C(=O)NC2CCCCC2)n1	-8.4	-2.2
CCOc1cnn(Cc2ccccc2)c(=O)c1SCc1ccccc1	-4.8	2.0
COC(=O)CN(C#N)c1nc(SC)nc(N(C)C)n1	6.8	9.5
Cn1c(SCC(=O)NCc2ccccc2)nnc1-c1ccc(NC(=O)CCc2ccccc2)cc1	8.7	-2.0
CCn1c(=O)cc(SCC(=O)NCCC2=CCCCC2)c2ccccc21	25.6	-10.1
Cc1cc(NC(=O)C(C)(C)C)no1	8.2	-3.6
OC(CN1CCN(c2ccccc2)CC1)Cn1c2ccccc2c2ccccc21 (stereo unspecified)	3.6	-10.6
Clc1ccc(-c2nnc(-c3ccccc3Cl)o2)cc1	44.7	-7.1
CCCn1c(SCC(=O)/C(C#N)=C(\C)N)n[nH]c1=O	4.9	-3.7
Cc1ccc(NC(=O)c2noc3c2CCCCC3)cc1	23.6	1.7

4 records drawn at random from those above, as already listed:
canonical_smiles	LGR2 inh	ARNT-TACC3 inh
COc1ccccc1NC1=NC2(CCCC2)N=C(N)N1	-13.1	-11.3
Cc1ccc(NC(=O)c2noc3c2CCCCC3)cc1	23.6	1.7
CCCn1c(SCC(=O)/C(C#N)=C(\C)N)n[nH]c1=O	4.9	-3.7
OC(CN1CCN(c2ccccc2)CC1)Cn1c2ccccc2c2ccccc21 (stereo unspecified)	3.6	-10.6

(listing goes on)
canonical_smiles	LGR2 inh	ARNT-TACC3 inh
Oc1ccc2[nH]ccc2c1	-12.0	5.8
O=C(CCN1C(=O)c2ccc([N+](=O)[O-])cc2C1=O)Nc1cccc(O)c1	16.0	-2.5
CCOC(=O)Cc1c(C)nc(-c2ccccc2)[nH]c1=O	15.1	0.5
CSc1nc(-c2ccccc2)nc(N2CCN(C)CC2)c1C(C)=O	21.7	9.1
CC1(C)S/C(=N/N=C/c2ccco2)NC1=O	5.9	-1.1
COCC(C)N=CC1=C(O)CC(C)(C)CC1=O (stereo unspecified)	2.9	1.1
CCOC(=O)c1oc2cc(C)cc(O)c2c(=O)c1-c1csc(C)n1	-32.2	21.5
COc1ccc2[nH]c(C)c(C(=O)CN3CC(C)OC(C)C3)c2c1 (stereo unspecified)	1.7	-1.0
CCOC(=O)c1sc(N2N=C(C)/C(=C\c3ccc(OCC(=O)OC)cc3)C2=O)nc1C	0.6	6.1
CC(=O)n1c2ccccc2c2ccccc21	0.8	-4.4
O=C(Nc1cccc2nsnc12)c1ccc(-c2cccc(Cl)c2)o1	-12.7	-5.3
C/C(O)=C(/C#N)c1nc2ccccc2[nH]1	8.1	-5.2
Cc1ccc2n(n1)c(=O)c(Cc1ccccc1)c([O-])[n+]2-c1ccccc1	-0.6	0.9
CCn1c(CSc2nc3ccccc3s2)nnc1SCC(=O)OC(C)(C)C	-22.5	10.9
Cc1cc(Br)ccc1NC(=O)C1CCCO1 (stereo unspecified)	8.5	-3.6
O=C1C(Cl)=C(NCCCN2CCOCC2)C(=O)N1CCc1ccccc1	15.9	-13.8
CCN(CC)c1ncccc1C(=O)NCc1cccs1	-15.6	-1.5
COc1ccc(N2CCN(c3ccc(NC(=O)C4CCCCC4)cc3C#N)CC2)cc1	-6.7	-3.3
O=C(C1CCCN(S(=O)(=O)c2cccc3nsnc23)C1)N1CCN(c2ccccn2)CC1 (stereo unspecified)	-9.2	1.6
CSc1nc(C)cc(OCNC(=O)c2cccs2)n1	9.7	5.3
CCOC(=O)Cc1nc2ccccc2[nH]1	1.7	-3.6
Cc1ccc(/C=C/C2=NN(Cc3ccc(Cl)c(Cl)c3)C(=O)CC2)cc1	24.9	0.1
O=C(Nc1nnc(-c2ccc(Cl)cc2)o1)NC1CCCCC1	-2.8	-8.0
O=c1c(Cc2ccc(F)cc2)c(O)ccn1Cc1cccc(Cl)c1	14.5	-0.4

As a short view, 5 of the compounds above.
canonical_smiles	LGR2 inh	ARNT-TACC3 inh
CSc1nc(C)cc(OCNC(=O)c2cccs2)n1	9.7	5.3
CCOC(=O)Cc1nc2ccccc2[nH]1	1.7	-3.6
Cc1ccc(/C=C/C2=NN(Cc3ccc(Cl)c(Cl)c3)C(=O)CC2)cc1	24.9	0.1
O=C(Nc1nnc(-c2ccc(Cl)cc2)o1)NC1CCCCC1	-2.8	-8.0
O=c1c(Cc2ccc(F)cc2)c(O)ccn1Cc1cccc(Cl)c1	14.5	-0.4

The list goes on.
canonical_smiles	LGR2 inh	ARNT-TACC3 inh
O=C(CN1CCN(c2ncccn2)CC1)N1CCCc2c1c(=O)oc1ccc(O)cc21	-5.7	1.3
O=C(O)c1cn(-c2ccccc2)nc1C(=O)O	2.7	-6.1
Cc1ccc(-n2nc3ccc(NC(=O)c4ccco4)cc3n2)cc1	-23.7	3.1
COC(=O)c1[nH]c2ccc(C)cc2c1NC(=O)c1ccccc1[N+](=O)[O-]	-8.8	54.3*
Cc1ccc(S(=O)(=O)/C(C#N)=C/c2c(N3CCN(C)CC3)nc3ccccn3c2=O)cc1	-7.6	6.7
c1ccc(-n2ncc3c(N4CCN(c5ccccn5)CC4)nc(N4CCCCCC4)nc32)cc1	13.7	-0.2
COc1ccccc1N1CCN(C(=O)C2C3C=CC4(CN(Cc5ccccc5Cl)C(=O)C24)O3)CC1 (stereo unspecified)	-6.5	0.2
CCn1c(=S)sc2c(=O)n(-c3ccccc3)c(SCC(=O)NCc3ccco3)nc21	-14.5	-8.9
CCNC(=S)NCc1ccco1	-11.9	-7.9
O=C(NNC(=O)c1cccc2ccccc12)c1ccc(-c2ccccc2)cc1	17.0	-6.4
COCCNc1nc(-n2nc(C)cc2C)nc2sc3c(c12)CCCC3	-16.1	14.5
Cc1cccc(NC(=O)CC2C(=O)NCCN2C(=S)Nc2ccccc2)c1 (stereo unspecified)	0.9	-5.7
Cc1ccc(S(=O)(=O)NCc2ccco2)cc1C	-6.3	-0.9
CC(NC(=O)c1ccc(-c2cc(C(F)(F)F)ccc2Cl)o1)c1ccccc1 (stereo unspecified)	-9.9	2.4
O=C(O)C1(NS(=O)(=O)c2ccc(F)c(Cl)c2)CCCCC1	-2.1	-13.5
CN(C)Cc1ccc(F)cc1Sc1ccc(Cl)cc1Cl	4.7	-2.9
CCOc1ccc2cc(S(=O)(=O)n3ccnc3C)ccc2c1	8.2	-4.9
O=C(c1ccco1)N1CCN(S(=O)(=O)N2CCOCC2)CC1	10.3	0.8
O=C(O)C1CC=CCC1C(=O)Nc1cccc(C(=O)N2CCCCC2)c1 (stereo unspecified)	-12.8	0.4
CNC(=O)c1[nH]cnc1C(=O)Nc1ccccc1OC	-19.7	-1.8
CCOC(=O)C1CCN(C(=O)Cc2c(C(=O)O)n(CC)c3ccccc23)CC1	1.8	-3.3
O=C(CSc1ccccc1)Nc1ccccc1N1CCOCC1	5.1	-2.0
CC1(C)NC(=O)N(CCCCOc2cccc(C(F)(F)F)c2)C1=O	8.4	-4.6
O=C(NCc1ccc2c(c1)OCO2)c1cc(S(=O)(=O)N2CCCCC2)ccc1F	21.2	3.3
Cc1ccc(/C(N)=N/OC(=O)c2cccc(F)c2)cc1	-16.5	-5.2
CC(C)COC(=S)Nc1ccccc1	-62.0	-3.3
O=C(CN1CCN(C(=O)c2c(F)cccc2F)CC1)Nc1ccccc1F	11.3	-5.3
COc1nnc(-c2ccc(C)c(S(=O)(=O)NCCO)c2)c2ccccc12	45.9	17.7
Cc1cc(NC(=O)Cc2cccs2)nn1CC(=O)NCc1ccco1	22.0	4.2
O=C(O)CCS(=O)(=O)c1cccc2cccnc12	8.9	-0.5
CCOC(=O)C1CCN(C(=O)c2cccc(NC(=O)C(CC)CC)c2)CC1	-4.5	-6.5
Cc1ccc(-c2cc(C(=O)Nc3nn[nH]n3)c3ccccc3n2)cc1	-17.8	8.9
CCN1C(=O)C(CC(=O)Nc2ccc(OC)cc2)N(Cc2cccnc2)C1=S (stereo unspecified)	21.3	2.1
CC(C)Nc1nc(NC(C)C)nc(N(C)n2cnnc2)n1	-0.7	2.2
CC(/C=N/Nc1nc(N2CCCCC2)nc(N2CCCCC2)n1)=C\c1ccccc1	16.2	1.0
O=C(CCc1ccccc1)Nc1ccncc1	1.1	-16.5

Sorted by the number under ARNT-TACC3 inh (low to high): 3 from the list above
SMILES | ARNT-TACC3 inh
O=C(CN1CCN(C(=O)c2c(F)cccc2F)CC1)Nc1ccccc1F | -5.3
CC(C)COC(=S)Nc1ccccc1 | -3.3
CCN1C(=O)C(CC(=O)Nc2ccc(OC)cc2)N(Cc2cccnc2)C1=S (stereo unspecified) | 2.1

More results follow.
canonical_smiles	LGR2 inh	ARNT-TACC3 inh
CCCSC1=N/C(=C/c2ccsc2)C(=O)N1c1ccccc1	9.4	-13.9
COc1ccc(S(=O)(=O)N2CCCCCC2)cc1N(C)S(=O)(=O)c1ccc(Cl)cc1	31.7	-3.7
O=C1COc2ccc(C(=O)/C=C/c3ccccc3)cc2N1	32.5	19.5
COc1cc(C)c(S(=O)(=O)NCc2cccs2)cc1C	-10.1	-7.7
CCc1ccc(S(=O)(=O)NCc2cn3ccsc3n2)s1	-10.4	0.7
CCC(=O)Nc1nnc(Sc2ccc(N(C)C)cc2)s1	2.5	1.5
CC[N+](CC)(CCO)CCCN1C(=O)C2CC=C(Cl)CC2C1=O (stereo unspecified)	24.2	-9.9
C=CCN(CCNP(=O)(OCC)OCC)CP(=O)(OCC)OCC	17.6	-5.9
NC(=O)C1CNc2ccccc2O1 (stereo unspecified)	-0.6	-1.6
O=C(N/N=C/c1ccc(Cl)cc1Cl)c1cccc(F)c1	-68.3	2.7
CC(C)C(=O)Nc1ccccc1N1CCN(C(=O)c2ccccc2)CC1	18.7	-4.2
Cc1nnc2ccc(Oc3ccc(-c4ccccc4)cc3)nn12	-1.6	-2.8
CCn1c2ccccc2c2nnc(SCC(=O)NCCOC)nc21	-12.6	13.3
O=C(Nc1cccnc1)c1cc2nc(C3CC3)cc(C(F)(F)F)n2n1	-15.9	-0.8
CCCCOC(=O)C(C)Nc1n[nH]c(=O)[nH]c1=O (stereo unspecified)	1.9	-6.7
CCOc1ccc(Cl)cc1S(=O)(=O)N1CCCC1	10.7	-1.1
COc1ccc(-n2cnnc2SCC(=O)Nc2cc(C(C)(C)C)nn2-c2ccccc2)cc1	-21.4	-13.5
CSc1nc(NCCOCCO)c2sc3nc(-c4ccco4)c4c(c3c2n1)CCC4	7.3	-31.6
Cc1cccc(S(=O)(=O)N2CN(Cc3ccco3)c3nc4ccccc4nc32)c1	-8.6	-2.5
O=S(=O)(Nc1nc2ccccc2nc1Nc1ccc2c(c1)OCO2)c1ccccc1	-1.0	-2.4
O=C(Nc1ccc(NC(=S)NC(=O)c2cccs2)cc1)c1ccccc1	-7.3	1.2
CCc1ccc(S(=O)(=O)Nc2c(C)nn(C)c2C)cc1	0.9	4.4
O=C(CCSc1ccccc1)Nc1nc2c(s1)CCCC2	-32.9	4.3
O=C(Nc1nccs1)c1ccc(-c2ccccc2Cl)o1	-87.8	-1.6
Nc1nnc(SCC(=O)N2CCN(Cc3ccccc3)CC2)s1	9.3	1.9
CCC(C)c1cc(S(=O)(=O)N2CCOCC2)ccc1OC (stereo unspecified)	17.2	1.3
CCc1c(C(=O)Nc2ccncc2)csc1C	5.1	-1.7
CNC(=O)C1CCC(=O)N1Cc1ccccc1Cl (stereo unspecified)	8.5	6.8
O=C(Nc1ccc2c(c1)OCO2)c1ccc(Cl)s1	-25.8	16.0
Cc1ccc2nc(NC(=O)CN3CCOCC3)sc2c1	-24.3	-0.5
COC(=O)CC1(c2cccc3ccccc23)C(=O)c2ccccc2C1=O	5.4	28.3
Cc1ccc(-n2cnc3c(sc4nccc(N(C)C)c43)c2=O)cc1	12.2	-3.1
Nc1c(Br)cc2oc(-c3ccccc3)nc2c1Br	-73.8	-13.0
CC[n+]1c(/C=C2\C=C(C)CC(C)(C)C2)sc2ccccc21	2.1	-21.4
CC(C)n1c(C(O)c2ccc3c(c2)OCO3)nc2ccccc21 (stereo unspecified)	-1.6	-7.0
CC12CCC(c3n[nH]c(=S)nc31)C2(C)C (stereo unspecified)	14.3	10.2
Cc1ccc(CS(=O)(=O)CCC(=O)NCC2CCCO2)cc1 (stereo unspecified)	-14.7	0.8
COc1ccccc1Oc1ccc(S(=O)(=O)Nc2cccnc2)cc1	-5.9	0.1
C(=N\c1nc2ccccc2n1Cc1ccccc1)/c1cccs1	-4.4	-17.0
O=C1CC(N2CCN(c3ccc(S(=O)(=O)N4CCCC4)cc3)CC2)C(=O)N1c1ccc(F)cc1 (stereo unspecified)	-8.4	-2.9
CCc1nnc(NC(=O)CSc2nc3cc4c(cc3cc2CC)OCCO4)s1	9.1	-2.3

Screens deposited in PubChem by Broad Institute.
